Source: PubChem BioAssay (National Center for Advancing Translational Sciences (NCATS))
BAZ2B inh: qHTS Assay for Inhibitors of BAZ2B | AlphaScreen BAZ2B-H3K14Ac peptide displacement | Potency, µM (doses to about 114 µM), for inactives: top-dose activity change, negative = inhibition, usual class: inhibitors | actives 4.4% (n = 360,000) | AID 504333, 2011 | Bromodomain adjacent to zinc finger domain protein 2B (Homo sapiens), Q9UIF8; note: potency is the fitted concentration of half-maximal effect; % is set by controls: 0 for no effect and ±100 for the full control effect; nearly all actives have a fitted effect of over 60% in size
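Protein-peptide AlphaScreen: BAZ2B 50 nM, b-H3K14Ac 50 nM, 1x PBS pH 7.4 + 0.01% Tween-20. Preincubation 30 min RT; cpd 30 min RT (top 110 uM); beads 20 min RT, light-protected.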
JMJD2A Tudor inh: qHTS Assay for Inhibitors of JMJD2A-Tudor Domain; AlphaScreen JMJD2A-Tudor / H3K4me3 peptide binding; AID 504339, 2011; Lysine-specific demethylase 4A (Homo sapiens), O75164; Potency, µM (series often up to 114 µM), for the others: top-dose activity change, negative = inhibition, usual class: inhibitors; actives 4.4% (n = 390,000); note: potency is the fitted concentration of half-maximal effect; % is set by controls: 0 for no effect and ±100 for the full control effect; nearly all actives have a fitted effect of over 50% in size
PI4K2A block: qHTS for small molecular inhibitors of PI4K2A; actives 0.13% (n = 420,000); activity change, negative = inhibition, % at 76.9 µM; AID 1346378, 2018; purified PI4K2A, ADP-Glo luminescence, 1 h; active compounds read low; Phosphatidylinositol 4-kinase type 2-alpha (Homo sapiens), Q9BTU6; in the data active = activity change below about -50%; inconclusive = mostly about -30% to -49%;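 note: -100% = wells without enzyme as full effect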
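ADP-Glo luminescence measured ADP generated by PI4K2A enzyme (4 ug/mL before mixing) with 1.2 mM PI substrate (pre-mix) and 300 microM ATP (pre-mix). Tris pH7.5 buffer with MgCl2, Triton X-100; 1 h reaction at ambient temperature.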
GLS inhibitor: qHTS for Inhibitors of Glutaminase (GLS). Glutaminase kidney isoform, mitochondrial (Homo sapiens), O94925. GLS enzymatic activity, qHTS titration. Potency, µM (series often up to 45.5 µM), for the others: at the highest dose activity change, negative = inhibition, hits mostly inhibitors. actives 0.21% (n = 410,000). AID 624170, 2012; note: potency is the fitted concentration of half-maximal effect; % is set by controls: 0 for no effect and ±100 for the full control effect
Target sequence (O94925 whole entry, looked up, canonical isoform): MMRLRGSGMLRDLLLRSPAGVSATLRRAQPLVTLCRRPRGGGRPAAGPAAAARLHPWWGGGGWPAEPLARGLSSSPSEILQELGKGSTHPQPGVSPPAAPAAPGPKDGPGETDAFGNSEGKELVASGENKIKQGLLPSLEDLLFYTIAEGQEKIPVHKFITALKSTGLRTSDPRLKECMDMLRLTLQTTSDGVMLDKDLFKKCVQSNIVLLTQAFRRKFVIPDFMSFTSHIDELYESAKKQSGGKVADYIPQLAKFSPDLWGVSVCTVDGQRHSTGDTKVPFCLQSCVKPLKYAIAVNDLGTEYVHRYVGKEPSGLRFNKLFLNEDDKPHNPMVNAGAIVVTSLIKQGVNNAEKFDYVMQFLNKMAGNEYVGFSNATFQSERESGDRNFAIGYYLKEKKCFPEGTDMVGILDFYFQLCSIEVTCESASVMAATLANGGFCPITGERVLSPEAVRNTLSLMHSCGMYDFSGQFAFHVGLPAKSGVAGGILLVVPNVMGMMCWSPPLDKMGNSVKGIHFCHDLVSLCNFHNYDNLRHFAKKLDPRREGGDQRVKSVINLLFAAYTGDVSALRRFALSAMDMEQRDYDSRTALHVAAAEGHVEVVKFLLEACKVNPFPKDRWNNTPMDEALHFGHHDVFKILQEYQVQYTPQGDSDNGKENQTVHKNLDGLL
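Human kidney-isoform GLS in 45 mM KH2PO4 pH 8.2, 0.02% Tween-20, with compound, started with 1mM L-Glutamine (added stock). Glutamate oxidase/HRP/Amplex red coupled fluorescence read at start and after 30 min at RT.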
Tb PGK inh: qHTS Assay to Find Inhibitors of Phosphoglycerate Kinase. actives 0.043% (n = 380,000). Potency, µM (series often up to 57.5 µM), inactives show at the top dose activity change, negative = inhibition, hits mostly inhibitors. PGK/GAPDH coupled, Kinase-Glo luminescence, 60 min. Phosphoglycerate kinase, glycosomal (Trypanosoma brucei brucei), P07378; note: potency is the fitted concentration of half-maximal effect; % is set by controls: 0 for no effect and ±100 for the full control effect; nearly all actives have a fitted effect of over 60% in size
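Luminescent ATP detection (Kinase-Glo Plus) follows a 60-minute room-temperature incubation, with wells lacking PGK as controls. Buffer: 100 mM TEA (pH 7.6), 5 mM MgCl2, 0.01% Tween-20. Coupling enzyme GAPDH (100 nM final) supplies unstable 1,3-BPG in-well.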
HP1b chromo inh: HTS for Inhibitors of HP1-beta Chromodomain Interactions with Methylated Histone Tails; actives 0.56% (n = 390,000); Potency, µM (titrated, usually from 114 µM), for the others: at the top dose activity change, negative = inhibition, actives largely listed as inhibitors; Chromobox protein homolog 1 (Homo sapiens), P83916; AlphaScreen HP1-beta / biotin-H3K9me3 peptide binding; note: potency is the fitted concentration of half-maximal effect; nearly all actives have a fitted effect of over 70% in size; inactives centre near 23
Target sequence (P83916 whole entry, looked up): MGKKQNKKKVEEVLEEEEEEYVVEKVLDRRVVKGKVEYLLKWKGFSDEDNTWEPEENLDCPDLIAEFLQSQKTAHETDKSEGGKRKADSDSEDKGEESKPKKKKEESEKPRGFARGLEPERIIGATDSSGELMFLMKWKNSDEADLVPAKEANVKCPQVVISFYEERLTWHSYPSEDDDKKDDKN
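AlphaScreen: HP1-beta (50 nM) preformed 30 min with biotin-H3(1-18)K9me3 peptide (50 nM) in PBS pH 7.4, 0.01% Tween-20. Compound added for 30 min at RT, then streptavidin donor/nickel chelate acceptor beads (10 ug/mL) for 30 min.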
Pin1 inh: qHTS Assay to Find Inhibitors of Pin1; Peptidyl-prolyl cis-trans isomerase NIMA-interacting 1 (Homo sapiens), Q13526; Pin1 FP peptide displacement, HiFluor488, 10 min; Potency, µM (titrated, usually from 115 µM), inactives show at the top dose activity, negative = inhibition, most hits filed as inhibitors; actives 0.009% (n = 390,000); active = well fitted inhibition curve with a large enough effect in the polarisation, with a control signal flat, not every such curve was filed as active; inconclusive = small, poorly fitted or top-dose-only effect, or effect the other way, or a change in a side signal; inactive = no such curve, though single readings can be large or run the other way; the % refers to the polarisation; note: potency is the fitted concentration of half-maximal effect; % is set by controls: 0 for no effect and ±100 for the full control effect
Target sequence (Q13526 whole entry, looked up): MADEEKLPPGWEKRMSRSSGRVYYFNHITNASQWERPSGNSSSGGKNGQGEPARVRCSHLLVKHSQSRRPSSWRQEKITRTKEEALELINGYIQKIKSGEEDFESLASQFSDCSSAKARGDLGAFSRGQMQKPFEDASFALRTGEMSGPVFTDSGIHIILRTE
ERG Ets-DNA blk: qHTS for Small Molecule Inhibitors of the ERG Ets/DNA interaction | fluorescence polarization, His-ERG Ets domain / labelled DNA | Transcriptional regulator ERG (Homo sapiens), P11308 | Potency, µM (doses to about 76.9 µM), without a hit: at the highest dose FP activity, negative = inhibition, usual class: inhibitors | actives 0.028% (n = 370,000); active = well fitted inhibition curve with a large enough effect in the polarisation, with a control signal flat; inconclusive = small, poorly fitted or top-dose-only effect, or effect the other way, or a change in a side signal; inactive = no such curve, though single readings can be large or run the other way; the % refers to the polarisation;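 note: polarization taken with two DNA probes labelled with fluorescein and Texas red; potency is the fitted concentration of half-maximal effect; % of control where 0% means no effect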
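His-tagged ERG Ets domain (1 uM in the protein solution; 300mM KCl, 50mM Tris-HCl, 1mM EDTA, 1mM DTT, pH 7.5) received compound, then a probe mix of 5 nM fluorescein-DNA and 100nM Texas-615-DNA. Fluorescence polarization was read for both dyes.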
G9a block: qHTS Assay for Inhibitors of Histone Lysine Methyltransferase G9a | Histone-lysine N-methyltransferase EHMT2 (Homo sapiens), Q96KQ7 | G9a H3K9 monomethylation, AlphaScreen, 2 h | Potency, µM (doses to about 102 µM), for the others: at the highest dose activity, negative = inhibition, actives largely listed as inhibitors | actives 8.8% (n = 350,000); note: potency is the fitted concentration of half-maximal effect; % is set by controls: 0 for no effect and ±100 for the full control effect; nearly all actives have a fitted effect of over 75% in size
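AlphaScreen detection with an anti-monomethyl H3K9 antibody quantified product after a 2 h room-temperature reaction containing 500 nM biotinylated H3K9 peptide, 20 µM SAM and 20 nM enzyme, which had been preincubated 15 min with compound.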
An asterisk follows results filed as active; i = inactive; ? = inconclusive; / = not tested or not shown; [ ] = dose if it differs, or a comment. Unless noted, calls come from the whole dose curve; as a rule, active = well fitted curve in the direction sought with a large enough effect; inconclusive = small, poorly fitted or top-dose-only effect, or another doubt; inactive = no such curve, though single readings can be large; an effect the other way counts as inactive or inconclusive.

Pin1 inh	ERG Ets-DNA blk	Tb PGK inh	G9a block	PI4K2A block	JMJD2A Tudor inh	HP1b chromo inh	mol	GLS inhibitor	BAZ2B inh
-13%	1%	-1%	/	0	-21%	31%	CCOC(=O)c1ccc(NC(=O)NCCc2cnc[nH]2)cc1	0%	-11%
1%	-9%	-9%	4%	1	-10%	49%[activator]	Cc1ccc(S(=O)(=O)NCC(=O)N2CCCCC2)cc1	-1%	4%
0%	-7%	i	-21%	-5	-12%	11%	COc1ccc(CCNC(=O)c2cc(-c3cc(Cl)cc(Cl)c3)oc2C)cc1	-23%	-38%
2%	-1%	4%	-1%	-1	-4%	28%	C=CCCC(=O)NC1CCCc2c1cnn2-c1ccccc1F (stereo not drawn)	-1%	7%
7%	1%	-9%	6%[59 µM]	-1	-12%	12%[57 µM]	COc1ccc(CC(=O)NCc2nc3cccnc3n2Cc2ccc(C)cc2)cc1	-1%	3%
1%	10%	-9%	-2%	-5	-14%	49%[activator]	CN(C)c1nc(OCCNC(=O)Nc2ccccc2)nc(N2CCOCC2)n1	0%	9%
-5%	1%	-8%	12%	-4	-11%	4%	Cc1ccc(N2C(=O)CN=C2Nc2nc(C)cc(C)n2)cc1	0%	-3%
12%	-6%	8%	?	16	9%	53%	Cc1csc2nc(CSc3nc4ccccc4o3)c(Br)n12	2%	-5%
4%	6%	1%	59%[activator]	0	16%	53%	Cc1nc(Cl)c(C#N)cc1-c1ccccc1	2%	16%
-10%	0%	-5%	15%[59 µM]	2	-18%	-9%	CCOC(=O)c1cc2c(ccn2C)n1CC(=O)N1CCCC(C)C1 (stereo not drawn)	26%	?
5%	-5%	i	1%[59 µM]	-3	0%	38%	O=C(/C=C/c1ccccc1Cl)N(c1ccccn1)C1CCCCC1	-7%	8%
-4%	2%	-6%	5%[59 µM]	-3	-9%	18%	Cc1cc2c3c(c1)C1(C(=O)N3C(C)(C)CC2C)C(C#N)=C(N)OC2=C1C(=O)CC(C)(C)C2 (stereo not drawn)	0%	11%
9%	-2%	-4%	10µM*	2	-32%	?	Cc1ccc(-c2csc(NC(=O)Cc3ccc(F)cc3)n2)o1	?	-33%
-5%	-9%	8%	-20%	1	-9%	24%	CC(C)c1nc(SCC(=O)Nc2ccc([N+](=O)[O-])cc2Br)n[nH]1	1%	?
29%	5%	1%	5%[59 µM]	-5	3%	26%	CCC(C)n1c(=N)c(C#N)cc2c(=O)n3ccccc3nc21 (stereo not drawn)	11%	6%
-2%	4%	-3%	50µM*	-3	-12%	32%	Cc1cc(S(=O)(=O)N2CCC(N3CCCCC3)CC2)ccc1-n1cnnn1	-8%	?
?	/	/	/	1	-18%	16%	CCOCCn1c(CN2CCN(c3ccc(OC)cc3)CC2)nc2c1c(=O)n(C)c(=O)n2C	29%	/
0%	-14%	-8%	20µM*	4	32µM*	?	N#C/C(=C\c1ccccc1[N+](=O)[O-])c1nc(C2CC2)cs1	-1%	28µM*
3%	0%	1%	10%[59 µM]	8	3%	24%	COc1ccc(N2CC(NC(=O)Cc3cccs3)CC2=O)cc1OC (stereo not drawn)	7%	-36%
-7%	3%	i	23%	1	-12%	16%	COc1ccc(Cn2c(=O)cc(N)n(-c3ccccc3C)c2=O)cc1	11%	2%
3%	-4%	i	-4%	-10	-18%	9%	CCOc1ccc(S(=O)(=O)Nc2nccs2)cc1	14%	-36%
1%	3%	-5%	/	8	-5%	39%[activator]	COc1ccccc1NS(=O)(=O)c1ccc(C)c(C(=O)Nc2cc(C)on2)c1	10%	/
-2%	2%	-8%	16%	-7	-12%	25%	CN1CCN(CCCNC(=O)CCN2C(=O)COc3ccccc32)CC1	12%	-12%
4%	/	-5%	81%[activator]	0	39%[activator]	131%	CCCc1c2ccccc2nc2ccccc12	0%	17%
12%	10%	0%	-7%[2.33 µM]	5	0%	32%	COCCN1CCn2c(nc3cc(NS(C)(=O)=O)ccc32)C1	1%	-2%
?	5%	-9%	1.1µM*	-2	-27%	-16%	S=c1[nH]nc(-c2cc3ccccc3o2)n1Cc1ccccc1	-11%	?
-21%	-3%	-7%	0.79µM*	6	50µM*	?	O=c1cc(CO)oc(C(Nc2cccc([N+](=O)[O-])c2)c2ccccn2)c1O (stereo not drawn)	9%	3%
0%	7%	1%	-4%	-13	-13%	22%	Cc1cccc2cc(-c3nc4c(C)cccn4c3NCc3ccco3)c(=O)[nH]c12	24%	-30%
4%	3%	1%	-29%[59 µM]	2	-14%	18%	CCOC(=O)c1cccc(-c2ccc(C=O)o2)c1	13%	7%
-7%	0%	i	-8%	-4	-29%	36%	CCOC(=O)c1cnc(-n2nc(C)cc2C)nc1NNc1nc(C)cc(C)n1	4%	-2%

Record cards (already shown). Values in the order: Pin1 inh	ERG Ets-DNA blk	Tb PGK inh	G9a block	PI4K2A block	JMJD2A Tudor inh	HP1b chromo inh	GLS inhibitor	BAZ2B inh
Shown for `COc1ccc(N2CC(NC(=O)Cc3cccs3)CC2=O)cc1OC` (stereo not drawn) = 3%	0%	1%	10%[59 µM]	8	3%	24%	7%	-36%
Shown for `CCOCCn1c(CN2CCN(c3ccc(OC)cc3)CC2)nc2c1c(=O)n(C)c(=O)n2C` = ?	/	/	/	1	-18%	16%	29%	/
Shown for `COCCN1CCn2c(nc3cc(NS(C)(=O)=O)ccc32)C1` = 12%	10%	0%	-7%[2.33 µM]	5	0%	32%	1%	-2%
Shown for `O=c1cc(CO)oc(C(Nc2cccc([N+](=O)[O-])c2)c2ccccn2)c1O` (stereo not drawn) = -21%	-3%	-7%	0.79µM*	6	50µM*	?	9%	3%
Shown for `CCOC(=O)c1cnc(-n2nc(C)cc2C)nc1NNc1nc(C)cc(C)n1` = -7%	0%	i	-8%	-4	-29%	36%	4%	-2%

New compounds follow
Pin1 inh	ERG Ets-DNA blk	Tb PGK inh	G9a block	PI4K2A block	JMJD2A Tudor inh	HP1b chromo inh	mol	GLS inhibitor	BAZ2B inh
5%	-1%	1%	3%	-1	-14%	42%[activator]	COc1cccc(N=C(N)N=C(N)N)c1	-2%	-22%
5%	2%	i	-35%	0	-26%	-9%	O=C(NCc1ccccc1Cl)c1ccc(S(=O)(=O)NCc2ccco2)cc1	1%	10%
-4%	-16%	i	4.5µM*	2	-32%	?	Cc1ccc(S(=O)(=O)/N=S(/c2ccccc2)C(C)C)cc1 (stereo not drawn)	23%	-2%
-6%	1%	i	13%	-2	-6%	7%	CCCCCN1CC(O)=C(c2ccccc2)C1=N	21%	?
0%	-2%	-9%	-7%	3	-14%	29%	NCCc1nc(-c2ccccc2)cs1	0%	-15%
6%	-3%	-7%	?	-21	-34%	18%	O=C(Nc1nc(=O)c2ccccc2s1)c1ccccc1	6%	-7%
-2%	-5%	5%	10%	1	-7%	22%	CCS(=O)(=O)c1ccc(-c2cccc(NC(=O)c3ccco3)c2)nn1	6%	-32%
-2%	-6%	9%	10%	-15	-3%	35%	N#Cc1cccc(NC(=O)Cc2ccccc2)c1	3%	-14%
2%	-3%	-4%	-9%[2.33 µM]	0	-6%	17%	COC(c1ccccc1)c1nc2ccccc2[nH]c1=O (stereo not drawn)	-5%	10%
-7%	-12%	-4%	3%	-9	-6%	18%	O=C(Cc1c2ccccc2nc2ccccc12)c1ccccc1	-8%	-5%
-3%	0%	4%	?	1	?	11%	Cc1noc2c1C(c1ccc(N(C)C)cc1)C1=C(CC(C)(C)CC1=O)N2 (stereo not drawn)	10%	?

Single values from the entries so far:
Entry for `CCCCCN1CC(O)=C(c2ccccc2)C1=N` under JMJD2A Tudor inh: -6%
Entry for `Cc1ccc(S(=O)(=O)NCC(=O)N2CCCCC2)cc1` under ERG Ets-DNA blk: -9%
